Source: PubChem BioAssay
NR2E3 ag-1: agonists of human NR2E3 nuclear receptor | Q9Y5X4 | CHO-S Gal4-NCOR/VP16-NR2E3 two-hybrid, luciferase | inhibition of corepressor binding, % at 3.98 µM | 360,000 tested, 0.35% active | AID 602229;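 active = inhibition above the mean of all tested compounds plus 3 SD, cut at about 70% in these data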;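 note: 0% = DMSO with NR2E3 transfected cells and 100% = cells lacking NR2E3 construct; higher means lower luciferase signal from less NR2E3 corepressor binding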
Target sequence (Q9Y5X4 whole entry, looked up, the tested form may be a part): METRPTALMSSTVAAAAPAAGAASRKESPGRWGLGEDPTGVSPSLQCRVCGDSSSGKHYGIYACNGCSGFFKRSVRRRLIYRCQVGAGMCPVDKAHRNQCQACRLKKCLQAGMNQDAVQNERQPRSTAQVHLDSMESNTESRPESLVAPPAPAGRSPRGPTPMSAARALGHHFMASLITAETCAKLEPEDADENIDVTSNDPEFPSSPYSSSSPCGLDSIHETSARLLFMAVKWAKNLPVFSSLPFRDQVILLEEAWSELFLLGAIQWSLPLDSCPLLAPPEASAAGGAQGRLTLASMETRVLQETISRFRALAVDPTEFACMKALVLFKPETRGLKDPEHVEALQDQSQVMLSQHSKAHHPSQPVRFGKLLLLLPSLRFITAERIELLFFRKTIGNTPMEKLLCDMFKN
TRAIL sens C8: sensitizes caspase-8 expressing cells to TRAIL; 360,000 tested, 1% active; inhibition (viability loss, TRAIL sensitization), % at 10 µM; AID 624354; NB7+C8 cells + TRAIL, ATPlite viability luminescence;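 active = compounds causing at least 50% loss of cell viability in the single-dose screen, relative to plate controls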
TRPM1 prom inh: reduces MITF-dependent TRPM1 promoter luciferase signal. SK-MEL-5 TRPM1 promoter luciferase, 24 h. inhibition, % at 12.5 µM. 330,000 tested, 0.83% active;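 active = mean inhibition across replicates of 60% or more, whatever share of single replicates reaches that level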; note: values of inactives mirror those of a sister screen read the other way
Shn3 inh set2: inhibitors of Schnurri-3 3'UTR reporter in osteoblasts; Clone20 osteoblast Shn3 3'UTR firefly luciferase, 24 h; inhibition, % at 12.5 µM; 360,000 tested, 0.52% active; AID 588674;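 active = mean inhibition of at least 75% with every replicate also reaching 75%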;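 note: 0% = median of neutral control wells and 100% = pilot-screen positive control compound; some compounds past the cut are filed as inactive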
NR2E3 ag-2: activates human photoreceptor nuclear receptor NR2E3; inhibition of corepressor binding, % at 4.78 µM; AID 2300; GST-NR2E3/biotin-RetCOR TR-FRET, 1536-well; 320,000 tested, 0.12% active;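 active = percent inhibition above the cutoff of mean plus 3 SD of all tested compounds, set per screening campaign, cut at about 20% in these data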;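 note: 0% = DMSO wells and 100% = biotin wells as full block of FRET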
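Format: 1536-well format; test system: GST-NR2E3 and biotin-RetCOR proteins; read-out basis: percent inhibition of TR-FRET ratio; timing: 5 h incubation at 4 °C; detection: time-resolved FRET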
hiPSC survival: increases survival of single human iPS cells; AID 602274; 360,000 tested, 0.044% active; survival enhancement, % at 20 µM; hiPSC single-cell survival, ATPlite luminescence; 100% = ROCK inhibitor wells, 0% = DMSO; in the data active = survival enhancement above about 18%;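 note: cells exposed to compounds for 16 hours before the ATP read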
CF NFkB inh: cystic fibrosis NF-kB activation inhibition; KKLEB NF-kB-GFP reporter, PAF-induced, GFP fluorescence overnight; inhibition, % at 5 µM; 360,000 tested, 0.86% active; AID 588850;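 active = at least 50% inhibition at 5 µM, scaled per plate between neutral and stimulator controls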;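 note: PAF is a Pseudomonas aeruginosa culture filtrate used as stimulus; plate controls were PAF-stimulated DMSO wells for no effect and unstimulated DMSO wells for full effect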
HIF-2a inh: blocks HIF-2a reporter activity; 786-0 RCC cells HIF-2a reporter, luciferase luminescence, overnight; 360,000 tested, 0.72% active; inhibition, % at 18.8 µM;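 active = inhibition of the luminescence signal of 40% or more relative to plate controls, in a single-dose primary screen at 18.75 µM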
Peg3 prom inh: Peg3 promoter activity inhibition; inhibition, % at 20 µM; 360,000 tested, 1.7% active; HeLa PEG-Prom luciferase reporter, luminescence, overnight;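 active = inhibition of at least 50% at 20 µM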
LMP1 NFkB inh: reduces LMP1-driven NF-kappaB luciferase signal; LMP1-induced NF-kappaB luciferase reporter cells, luminescence; inhibition, % at 12.5 µM; 350,000 tested, 0.69% active; in the data active = inhibition above about 41%;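 note: 0% = neutral control wells and 100% = reference inhibitor control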
KKLEB cytotox: CF airway cell cytotoxicity counter-screen; KKLEB CF airway cells viability, ATPlite luminescence, overnight; hits give low values; cells stimulated with P. aeruginosa culture filtrate; activity change (cytotoxicity), % at 5 µM; 360,000 tested, 0.36% active; AID 602141;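 active = corrected activity change at or below -50% at 5 µM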
* = called active by the depositor; nt = no result given. A portion of the library; the hit share may differ from the screen's.

SMILES	NR2E3 ag-1	TRAIL sens C8	TRPM1 prom inh	Shn3 inh set2	NR2E3 ag-2	hiPSC survival	CF NFkB inh	HIF-2a inh	Peg3 prom inh	LMP1 NFkB inh	KKLEB cytotox
CC(=O)Nc1ccc(S(=O)(=O)NCC2CCCO2)cc1 (stereo not given)	-11	-17	-6	15	1	0.7	14	24	5	-13	1
CCOc1ccc(C(=O)N2CCC3(CC2)NCCc2[nH]cnc23)cc1	-9	-1	3	3	3	0.6	6	16	-4	1	7
CCOC(=O)c1c(-c2ccccc2)c2cc(OC)ccc2n1CCCN(C)C	-13	3	11	24	1	-0.7	-10	-11	25	1	3
Nc1ccc(-c2nc3cc(N)ccc3o2)cc1	-99	48	-26	-33	-1	-0.4	16	-155	-201	7	-4
O=C(c1ccc(NS(=O)(=O)c2cccs2)cc1)N1CCCCC1	8	11	-8	1	1	6.8	10	-9	0	2	-3
O=C(COC(=O)c1nsc(Cl)c1Cl)NC1CCCCC1	-20	-8	-7	-2	3	-0.6	15	14	9	-9	-5
N#Cc1ccc(CCc2ccccc2)[nH]c1=O	-29	2	-19	6	nt	1.5	12	-4	10	4	9
C/C(=N\NC(=O)c1cc(Br)ccc1O)c1cccs1	-62	21	-71	-37	7	-2.6	11	-142	-217	-10	-6
Oc1c(Br)cc(C2N=C(c3ccccc3Cl)NO2)cc1Br (stereo not given)	-35	1	-5	-9	0	-0.8	8	-25	-19	0	6
Cc1ccn2c(/C=N/OCc3cccc(F)c3)c(-c3ccc(Cl)cc3)nc2c1	7	8	-8	2	-4	2.2	-2	-20	7	17	4
Cc1cccc(NC(=O)CN2C(=O)NC3(CCCC3)C2=O)n1	-5	-12	7	1	0	0.8	-10	7	-1	-3	2
CN(C)CCNC(=O)c1cc2sc3ccccc3c2s1	-25	6	-69	-46	0	-0.4	16	-151	-92	-30	-15
CCCCN(C)CCNC(=O)c1cc2cc3ccc(OC)cc3nc2o1	-7	-4	-21	8	7	-0.1	-8	9	9	-16	7
O=C(O)C[C@H]1c2cc(C(F)(F)F)ccc2S(=O)(=O)N1C1CCN(Cc2ccccc2)CC1	-15	5	-4	0	2	-0.3	-4	13	4	6	-16
Cc1cccc(C)c1OCC(=O)Nc1ccc(S(=O)(=O)Nc2ccccn2)cc1	5	-13	1	12	2	2.6	1	35	12	10	-4
COc1cc2c(CCNC(C)=O)c[nH]c2cc1O	6	12	3	14	-4	-0.1	17	-6	-1	-7	0
COc1cc(C2Nn3c(nnc3-c3ccccc3OC)S2)ccc1O (stereo not given)	-7	-21	3	4	5	4.1	0	21	1	-11	0
COc1ccccc1C(=O)NCCC(=O)N(C)Cc1cccnc1	-18	10	-1	-11	1	-1.2	4	7	20	-5	6
CC(C)c1nnc(NC(=O)C2CCN(c3cnccn3)CC2)s1	-5	8	0	6	-3	-0.2	-12	12	1	3	7
CCN1CCCC1CNC(=O)Cn1cccc1C(=O)c1ccccc1C (stereo not given)	7	5	-3	13	-5	0.7	21	6	9	0	-18

(list continues)
SMILES	NR2E3 ag-1	TRAIL sens C8	TRPM1 prom inh	Shn3 inh set2	NR2E3 ag-2	hiPSC survival	CF NFkB inh	HIF-2a inh	Peg3 prom inh	LMP1 NFkB inh	KKLEB cytotox
O=C(Nc1ccccc1N1CCCC1)c1cc(S(=O)(=O)N2CCOCC2)ccc1Cl	5	-19	10	-5	2	0.1	-28	1	0	-13	16
CSc1ccccc1C(=O)Nc1nccs1	-19	-7	5	-1	2	-2.1	-10	1	-4	-3	8
COc1ccccc1NC(=O)COC(=O)CNC(=O)c1ccc(OC)c(OC)c1	-45	-14	4	-11	2	0.3	-4	5	24	1	-1
O=C(CN1C(=O)NC2(CCCC2)C1=O)N1CCCSC1=Nc1ccccc1	9	-11	-3	-13	nt	-0.5	13	0	4	4	-15
CSc1ccc(CCNC(=O)C2CCCN(c3nn4c(=O)cc(C)nc4s3)C2)cc1 (stereo not given)	-12	27	3	-10	2	-0.5	-14	10	14	6	-2
Cc1cc(C)c(CN2CCN(CCCn3cnc(C(=O)Nc4ccc(C)c(C)c4)n3)CC2)c(C)c1	-9	21	84*	5	nt	1.3	35	-20	98*	6	-37
Cc1noc(C)c1COc1ccc(C(=O)NCC2CCCO2)cc1 (stereo not given)	-38	-12	7	3	-1	-3.4	-1	4	4	1	-3
Clc1ccc(Nc2ncn[nH]2)c(Cl)c1	-14	-3	-17	6	3	-1.8	8	-24	-18	0	2
CCOC(=O)c1c(C)c(C(=O)Nc2ccc3c(c2)OCO3)c(C)n1C	-24	4	-46	-28	-5	3.5	0	-33	-34	-9	5
COc1ccc(C[C@H]2CN3C(=NC[C@H]3C)N2CCNC(=O)c2ccc(C)c(Br)c2)cc1	-14	2	7	-3	1	-3.0	4	7	-1	-2	10
COc1c(F)c(F)cc2c(=O)c(C(=O)O)cn(C3CC3)c12	-14	10	10	12	-4	-0.5	-26	19	3	-1	-1
COc1ccc(CC(=O)NCc2cccs2)cc1	-33	5	-7	-5	2	-0.3	2	-1	15	6	0
Nc1nc(=S)c2ncn([C@@H]3O[C@H](CO)[C@@H](O)[C@H]3O)c2[nH]1	27	73*	72*	19	-2	-2.8	-10	6	62*	-40	15
CC(C)n1nc(C(=O)Nc2cccc(S(=O)(=O)NCc3ccco3)c2)c2ccccc2c1=O	3	12	2	-2	9	0.0	9	19	29	1	-16
Cc1ccc(-n2c(SCc3ccc([N+](=O)[O-])cc3)nc3ccccc3c2=O)cc1	9	-13	-14	44	1	0.2	1	28	9	-8	-8
O=C(C1CC(=O)N(c2ccc(F)cc2)C1)N1CCN(c2ccccc2)CC1 (stereo not given)	-26	-5	5	16	1	1.5	-45	11	18	2	17
CN(C)S(=O)(=O)c1ccc(C(=O)Nc2nnc(Cc3ccccc3)s2)cc1	1	-12	-5	-3	3	-2.5	7	4	5	6	6
C[C@H](O)[C@@H](C(=O)N1CCN(C(=O)OC(C)(C)C)CC1)n1cc(CCCCNC(=O)OC(C)(C)C)nn1	-4	6	-3	6	3	-1.4	7	6	0	2	1
O=C(CNC(=O)C12CC3CC(CC(C3)C1)C2)N/N=C\c1ccco1	-6	0	-4	-1	2	-0.5	-19	14	8	-3	19
Oc1ccc2ccccc2c1-c1sc(Nc2ccccc2)n[n+]1-c1ccc(F)cc1	6	3	2	-7	0	4.7	-8	-41	-20	0	8

The listing continues.
SMILES	NR2E3 ag-1	TRAIL sens C8	TRPM1 prom inh	Shn3 inh set2	NR2E3 ag-2	hiPSC survival	CF NFkB inh	HIF-2a inh	Peg3 prom inh	LMP1 NFkB inh	KKLEB cytotox
CC#CC[N+](C)(C)CCCCCCCCCCCC	12	40	65*	77	-1	-2.1	33	52*	59*	25	-45
CC(=O)Nc1n[nH]c(S(=O)(=O)Cc2ccc(Cl)cc2Cl)n1	-5	-12	-13	-1	2	1.2	1	27	16	-1	-1
CCc1nnc(NC(=O)CN2CCN(Cc3cccc(Cl)c3)CC2)s1	-18	-3	3	3	1	-0.3	-3	18	25	-5	0
Cc1cc(C)cc(NC(=O)NC(C)C2CCCO2)c1 (stereo not given)	-4	1	-16	4	2	-2.2	-8	6	-1	2	7
O=C(O)c1ccc(OS(=O)(=O)c2ccc(Cl)s2)c(Cl)c1	-15	0	nt	-6	-2	-0.3	6	-13	4	7	10
O=S(=O)(Nc1ccc(-c2nc3ccccc3o2)cc1)c1ccccc1	-34	-8	-12	-7	2	12	-2	-169	-72	-1	-5
c1ccc(CNc2cccnc2)cc1	5	-12	nt	-7	nt	-2.9	6	-3	-4	-27	4
S=C(NCc1ccccc1)NCc1cccc(CNC(=S)NCc2ccccc2)c1	18	-21	0	1	0	0.0	7	17	39	-1	0
CC1(C)C2CCC1(CS(=O)(=O)NCc1ccc(C(F)(F)F)cc1)C(=O)C2 (stereo not given)	-42	19	-7	-67	0	-0.5	-8	21	-1	-3	-3
Cc1ccc(S(=O)(=O)CC(O)COc2ccc(C#N)cc2)cc1 (stereo not given)	-4	4	11	3	-3	-0.9	0	4	0	-1	9
CN(C(=O)COC(=O)c1cccnc1Nc1cccc(C(F)(F)F)c1)C1CCS(=O)(=O)C1 (stereo not given)	20	6	3	-35	-2	-2.3	-29	-18	7	-3	7
CCc1nc(C)c(-c2ccccc2)c(=O)[nH]1	2	-4	11	-14	3	0.5	9	2	7	3	-3
COc1ccc(C(=O)NCCc2ccccn2)cc1S(=O)(=O)Nc1ccc(Br)cc1	8	-11	5	-8	1	0.1	-10	-15	-3	-2	-26
CNS(=O)(=O)c1cccc(C(=O)OCC(=O)Nc2sc3c(c2C#N)CCCCC3)c1	-24	8	-9	-7	2	-0.9	2	-115	-76	-6	13
Cc1cc(Oc2ccc(C#N)cc2)nc(NCc2ccccc2)n1	33	6	14	41	0	-1.3	14	31	18	0	2
CC(=O)Nc1ccc(S(=O)(=O)NC2CC(=O)N(c3ccc(C)cc3)C2)cc1 (stereo not given)	0	3	6	-1	0	-0.3	14	6	0	5	-1
CCCCNC(=O)C1Cc2cc(S(=O)(=O)N3CCCC3)ccc2N1C(C)=O (stereo not given)	13	11	-4	-1	1	-0.3	4	14	-1	6	3
O=C(CCC(=O)N1CCOc2ccccc21)NC1CCN(Cc2ccccc2)CC1	10	-2	nt	-1	4	3.7	25	2	7	2	-13
Cc1cccc(N2CCN(c3nnnn3-c3ccccc3)CC2C)c1 (stereo not given)	0	2	7	11	-1	1.4	2	20	12	5	3
CC(C)C(=O)Nc1sc2c(c1C(N)=O)CCN(Cc1ccccc1)C2	-12	1	nt	7	1	3.6	-10	-12	0	-1	13

Next part
SMILES	NR2E3 ag-1	TRAIL sens C8	TRPM1 prom inh	Shn3 inh set2	NR2E3 ag-2	hiPSC survival	CF NFkB inh	HIF-2a inh	Peg3 prom inh	LMP1 NFkB inh	KKLEB cytotox
CC1CCN(C(=O)COc2ccc(S(=O)(=O)N3CCCC3)cc2)CC1	-23	4	-16	-2	-4	-0.2	-12	-6	7	-9	-2
COc1ccc(NC(=O)NNC(=O)c2cc3occc3n2C)c(OC)c1	-4	-14	-26	0	-1	0.3	-13	16	20	0	10
O=C(NNC1CC(=O)N(c2ccc(Cl)cc2)C1=O)c1ccccn1 (stereo not given)	-12	2	0	11	2	0.5	-7	14	-5	-4	-6
O=C(COc1ccc(Cl)cc1)NCc1nnc(SCC(=O)N2CCCc3ccccc32)o1	-11	-7	7	12	0	2.6	4	21	8	-3	6
CC(C)CC(C(=O)N1CCc2ccccc2C1)N1C(=O)c2ccccc2C1=O (stereo not given)	6	-2	9	4	2	7.9	6	12	26	4	-12

A different layout for some results above.
Values run as follows: NR2E3 ag-1, TRAIL sens C8, TRPM1 prom inh, Shn3 inh set2, NR2E3 ag-2, hiPSC survival, CF NFkB inh, HIF-2a inh, Peg3 prom inh, LMP1 NFkB inh, KKLEB cytotox
> CCN1CCCC1CNC(=O)Cn1cccc1C(=O)c1ccccc1C (stereo not given)
  7, 5, -3, 13, -5, 0.7, 21, 6, 9, 0, -18
> CC1(C)C2CCC1(CS(=O)(=O)NCc1ccc(C(F)(F)F)cc1)C(=O)C2 (stereo not given)
  -42, 19, -7, -67, 0, -0.5, -8, 21, -1, -3, -3
> Cc1cc(C)c(CN2CCN(CCCn3cnc(C(=O)Nc4ccc(C)c(C)c4)n3)CC2)c(C)c1
  -9, 21, 84*, 5, nt, 1.3, 35, -20, 98*, 6, -37
